# DDE Tn6 FP inh: inhibitors of Tn6 peptide binding to fibrin DD(E), primary screen, biochemical, fluorescence polarization, human fibrin, Tn6 probe; Fibrinogen beta chain (Homo sapiens), P02675; Fibrin DD(E) TRITC-Tn6 fluorescence polarization displacement; inhibition, % at 8.3 µM; 0.21% of 370,000 active; AID 720509, 2013;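 active means inhibition above a per-campaign cutoff: mean of compounds within control limits plus 3 SD, cut at about 15% in these data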;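 further: 0% = median of all compound wells on the plate and 100% = blocking peptide control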
# Target sequence (P02675 whole entry, looked up): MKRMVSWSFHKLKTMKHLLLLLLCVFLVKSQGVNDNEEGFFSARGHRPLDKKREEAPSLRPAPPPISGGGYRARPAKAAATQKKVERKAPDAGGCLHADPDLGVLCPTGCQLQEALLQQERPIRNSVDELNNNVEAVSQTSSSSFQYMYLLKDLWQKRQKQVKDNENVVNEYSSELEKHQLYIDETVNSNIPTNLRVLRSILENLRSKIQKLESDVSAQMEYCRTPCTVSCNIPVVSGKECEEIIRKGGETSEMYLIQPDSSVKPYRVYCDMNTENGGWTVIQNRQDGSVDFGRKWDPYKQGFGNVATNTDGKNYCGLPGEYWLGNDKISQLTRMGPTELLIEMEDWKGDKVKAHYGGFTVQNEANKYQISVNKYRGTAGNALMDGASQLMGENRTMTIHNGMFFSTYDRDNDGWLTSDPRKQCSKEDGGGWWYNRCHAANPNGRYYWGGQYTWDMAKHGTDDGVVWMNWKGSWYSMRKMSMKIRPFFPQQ
# PLC-gamma1 inh: PLC-gamma1 enzyme inhibitors, primary screen, biochemical, fluorescence, purified enzyme | AID 720700, 2013 | fluorogenic substrate | 0.84% of 370,000 active | 1-phosphatidylinositol 4,5-bisphosphate phosphodiesterase gamma-1 (Homo sapiens), P19174 | inhibition, % at 12.2 µM; in the data active means inhibition above about 9.5%
# ARFGAP1 inhibitor: inhibitors of rat ARFGAP1 GAP activity, primary screen, biochemical, fluorescence polarization, GDP tracer; ADP-ribosylation factor GTPase-activating protein 1 (Rattus norvegicus), Q62848; Arfgap1-stimulated ARF1 GTP hydrolysis, GDP FP detection; inhibition, % at 16.5 µM; 0.26% of 360,000 active; AID 651572, 2012;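 active means inhibition above a per-plate limit, mean inhibition of low control wells plus 3 SD, cut at about 25% in these data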;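 further: 0% = DMSO wells with enzyme and 100% = wells lacking Arfgap1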
# Target sequence (Q62848 1-136 limits assumed): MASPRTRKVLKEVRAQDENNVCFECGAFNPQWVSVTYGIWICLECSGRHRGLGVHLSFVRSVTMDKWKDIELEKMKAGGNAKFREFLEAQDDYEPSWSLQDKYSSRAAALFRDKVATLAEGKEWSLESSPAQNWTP
#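 material = rat Arfgap1 catalytic domain, aa 1-136 | also added = human ARF1(Δ1-17)-GTP substrate | compound dosing = one concentration, 16.5 µM, DMSO 1.26% | times = GTP hydrolysis reaction 2 h at 25 °C | measured by = FP, GDP Alexa 633 tracer displaced from anti-GDP antibody, 620/688 nm | evaluation = percent inhibition of Arfgap1-stimulated GTP hydrolysis | replication = single well per compound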
# proKLK7 act: proKLK7 zymogen activators, primary screen, biochemical, fluorescence intensity; Kallikrein-7 (Homo sapiens), P49862; purified proKLK7, EDANS-DABCYL substrate fluorescence; 100% is mature enzyme control, 0% vehicle; activation, % at 7 µM; 0.9% of 370,000 active; AID 652039, 2013;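 active means activation above the mean of all tested compounds plus 3 SD, computed per campaign excluding outliers beyond control limits, cut at about 13% in these data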
# Target sequence (P49862 whole entry, looked up): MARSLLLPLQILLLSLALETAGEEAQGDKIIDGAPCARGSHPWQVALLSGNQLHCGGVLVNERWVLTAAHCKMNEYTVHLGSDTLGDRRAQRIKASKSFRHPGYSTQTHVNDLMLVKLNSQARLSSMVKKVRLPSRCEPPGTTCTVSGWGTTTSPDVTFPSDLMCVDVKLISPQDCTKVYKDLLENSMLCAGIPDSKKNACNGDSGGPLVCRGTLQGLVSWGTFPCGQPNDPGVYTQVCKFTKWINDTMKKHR
# UHRF1 binding: UHRF1 methylated DNA binding inhibitors, primary screen, counter-screen for MBD2 inhibitor project, biochemical, TR-FRET, human UHRF1, single concentration | AID 687016, 2013 | E3 ubiquitin-protein ligase UHRF1 (Homo sapiens), Q96T88 | 0.75% of 370,000 active | UHRF1 binding to methylated oligo | inhibition, % at 4.4 µM; in the data active means inhibition above about 21%;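 further: UHRF1 SRA domain binding a hemimethylated CpG hairpin DNA probe; 0% = median of test compound wells and 100% = reference inhibitor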
# ASAP1 inh: inhibitors of human ASAP1 ArfGAP activity, primary screen, biochemical, fluorescence polarization; 0.19% of 360,000 active; inhibition, % at 16.5 µM; ASAP1-stimulated ARF1 GTP hydrolysis, GDP FP detection; Arf-GAP with SH3 domain, ANK repeat and PH domain-containing protein 1 (Homo sapiens), …; AID 624377, 2012; in the data active means inhibition above about 25%;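 further: 0% = vehicle with enzyme and substrate and 100% = no enzyme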
# Tn7 DDE FP: inhibitors of Tn7 peptide binding to fibrin DD(E), primary screen, biochemical, fluorescence polarization, human fibrin, Tn7 probe; Fibrinogen beta chain (Homo sapiens), P02675; FP displacement of FITC-Tn7 peptide from fibrin DD(E); 0% = median of compound wells per plate; inhibition, % at 8.3 µM; 0.13% of 370,000 active; AID 720508, 2013;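 active means inhibition above the mean of compounds falling within the control limits plus 3 SD of them, cut at about 14% in these data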;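 further: 0% = plate median of compound wells and 100% = 10 µM Aha-Tn7 peptide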
#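 Test system – human fibrin DD(E) · Times – 10 min preincubation, 3 h with tracer, room temperature · Detection – fluorescence polarization of the labelled Tn7 tracer · Measure – percent inhibition normalized to high-control wells · Benchmarks – high control wells with 10 µM unlabelled Aha-Tn7 peptide (full inhibition) · Repeats – singlicate testing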
# MBD2 inh: inhibitors of MBD2 binding to methylated DNA, primary screen, biochemical, TR-FRET, DNA-binding domain, human; Methyl-CpG-binding domain protein 2 (Homo sapiens), Q9UBB5; MBD2 binding to methylated oligonucleotide; inhibition, % at 4.4 µM; 0.31% of 370,000 active; AID 686964, 2013; in the data active means inhibition above about 13%
# PLC-beta3 inh: human PLC-beta3 inhibitors, primary screen, biochemical, fluorescence. Purified PLC-beta3, fluorogenic substrate. inhibition, % at 12.2 µM. 0.18% of 370,000 active; in the data active means inhibition above about 11%;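 further: 0% = median of compound wells on plate and 100% = full blocker control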
# ADAM17 inh: ADAM17 inhibitors, primary screen, biochemical, QFRET; Disintegrin and metalloproteinase domain-containing protein 17 (Homo sapiens), P78536; recombinant ADAM17, EDANS/DABCYL FRET peptide cleavage; inhibition, % at 6.95 µM; 0.83% of 370,000 active; AID 720648, 2013;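 active means inhibition above the mean of compounds lying between control limits plus 3 SD, set per campaign, cut at about 8.5% in these data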;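 further: 0% = DMSO-only wells as the low control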
# * = called active by the depositor; i = inactive; / = no result given.
# Sample of the layout:
SMILES,DDE Tn6 FP inh,PLC-gamma1 inh,ARFGAP1 inhibitor,proKLK7 act,UHRF1 binding,ASAP1 inh,Tn7 DDE FP,MBD2 inh,PLC-beta3 inh,ADAM17 inh
CC(=O)Nc1ccc(NC(=O)COC(=O)CCCc2c[nH]c3ccccc23)cc1,3,4,-7,-0.2,0,4,-6,-6,-1,-2
COc1ccc(CNC(=O)C2CCC(=O)N2C(C)C)c(OC)c1 (stereo unspecified),-5,-2,15,0.8,11,0,0,7,-9,-7
O=C(COc1ccc(Cl)cc1Cl)N1CCNC1=O,-9,0,-11,0.0,-1,-11,3,5,-13,-2
CC(Cc1nnc(SCC(=O)O)n1N)c1ccccc1 (stereo unspecified),-4,2,10,0.1,2,3,-4,-1,-6,-4

# Results, from the start:
SMILES,DDE Tn6 FP inh,PLC-gamma1 inh,ARFGAP1 inhibitor,proKLK7 act,UHRF1 binding,ASAP1 inh,Tn7 DDE FP,MBD2 inh,PLC-beta3 inh,ADAM17 inh
CC(=O)Nc1ccc(NC(=O)COC(=O)CCCc2c[nH]c3ccccc23)cc1,3,4,-7,-0.2,0,4,-6,-6,-1,-2
COc1ccc(CNC(=O)C2CCC(=O)N2C(C)C)c(OC)c1 (stereo unspecified),-5,-2,15,0.8,11,0,0,7,-9,-7
O=C(COc1ccc(Cl)cc1Cl)N1CCNC1=O,-9,0,-11,0.0,-1,-11,3,5,-13,-2
CC(Cc1nnc(SCC(=O)O)n1N)c1ccccc1 (stereo unspecified),-4,2,10,0.1,2,3,-4,-1,-6,-4
NC(N)=Nc1ccc(N=C(N)N)cc1,7,0,-2,0.7,0,1,-2,-5,-3,1
COCCNC(=O)C(c1ccc(C)cc1)N(Cc1cccs1)C(=O)CCC(=O)Nc1ccccn1 (stereo unspecified),0,5,4,-0.1,0,9,-2,-1,5,-2
CN(C)c1ccc(-c2nnc(-c3ccccc3F)o2)cc1,1,i,10,-32,-3,15,2,2,i,-81
CS(=O)(=O)c1nc(S(=O)(=O)c2ccc(Cl)cc2)c(N2CCCCC2)s1,3,4,0,-0.1,-2,-1,-1,2,-1,-2
COC(=O)CCCC(=O)N1CCCC(N(C)CCc2ccccc2)C1 (stereo unspecified),3,6,-8,-0.1,0,4,8,-1,4,5
c1ccc2[nH]c(CCCCCc3nc4ccccc4[nH]3)nc2c1,-3,3,18,-0.1,3,12,4,2,-1,-6
Cc1cccc(NC(=O)c2nc[nH]c2C(=O)N2CCN(c3ccccc3)CC2)c1,2,0,9,0.3,-1,5,10,-7,2,2
CCOC(=O)CN(C(=O)c1ccccc1[N+](=O)[O-])C(C)(C)C,1,4,12,-0.3,8,-1,-13,1,-7,-3
Cc1nc2sc(C(c3cccs3)N3CCN(c4cccc(Cl)c4)CC3)c(O)n2n1 (stereo unspecified),-1,0,7,1.2,-1,16,3,-2,-1,3
CCc1nnc(NC(=O)c2c(O)c3c([nH]c2=O)CCCC3)s1,2,2,2,-0.3,-1,-10,2,3,-2,-4
CCOC(=O)/C=C/C(=O)Nc1ccc(S(=O)(=O)N2CCCCCC2)cc1,2,-1,14,0.9,1,1,2,3,-8,-3

# Rewritten with values under each structure: entries from further up
# Below each compound: DDE Tn6 FP inh	PLC-gamma1 inh	ARFGAP1 inhibitor	proKLK7 act	UHRF1 binding	ASAP1 inh	Tn7 DDE FP	MBD2 inh	PLC-beta3 inh	ADAM17 inh
NC(N)=Nc1ccc(N=C(N)N)cc1
  7	0	-2	0.7	0	1	-2	-5	-3	1
COCCNC(=O)C(c1ccc(C)cc1)N(Cc1cccs1)C(=O)CCC(=O)Nc1ccccn1 (stereo unspecified)
  0	5	4	-0.1	0	9	-2	-1	5	-2
CN(C)c1ccc(-c2nnc(-c3ccccc3F)o2)cc1
  1	i	10	-32	-3	15	2	2	i	-81
CS(=O)(=O)c1nc(S(=O)(=O)c2ccc(Cl)cc2)c(N2CCCCC2)s1
  3	4	0	-0.1	-2	-1	-1	2	-1	-2
COC(=O)CCCC(=O)N1CCCC(N(C)CCc2ccccc2)C1 (stereo unspecified)
  3	6	-8	-0.1	0	4	8	-1	4	5
c1ccc2[nH]c(CCCCCc3nc4ccccc4[nH]3)nc2c1
  -3	3	18	-0.1	3	12	4	2	-1	-6

# New compounds follow
SMILES,DDE Tn6 FP inh,PLC-gamma1 inh,ARFGAP1 inhibitor,proKLK7 act,UHRF1 binding,ASAP1 inh,Tn7 DDE FP,MBD2 inh,PLC-beta3 inh,ADAM17 inh
O=C(c1ccc(F)cc1)c1cn(Cc2ccc(F)cc2)c2cc3c(cc2c1=O)OCCO3,-2,2,2,-0.6,2,-4,-6,-2,4,2
Cc1noc(C)c1S(=O)(=O)N(C)C[C@H]1OCCCC[C@@H](C)Oc2ccc(NC(=O)CCCN(C)C)cc2C(=O)N([C@H](C)CO)C[C@@H]1C,-3,0,8,0.1,0,-11,-1,0,-1,-5
CCCCCCCCCCS(=O)(=O)N/N=C/c1ccc([N+](=O)[O-])cc1,0,2,-6,0.0,-3,-4,-7,-2,0,3
S=C(NCc1ccco1)Nc1ccc(N2CCOCC2)cc1,-2,-2,-7,-1.3,3,6,6,11,2,-6
O=S(=O)(c1ccc(N2CCN(Cc3ccc4c(c3)OCO4)CC2)nc1)N1CCOCC1,1,-1,6,-0.4,6,-5,4,4,-7,-6
CC(C)C[C@H]1CNC(=O)C(=O)N1C[C@@H]1CCCN1C[C@H](Cc1ccccc1)N1C[C@H](Cc2ccccc2)N(CC2CCCCC2)C(=O)C1=O,-6,2,-5,0.5,3,6,-5,0,5,-3
O=C(CSc1nc(C(F)(F)F)cc(=O)[nH]1)Nc1ccc2c(c1)OCCO2,2,-4,3,-0.7,-1,-1,6,0,-9,-3
Cc1ccc(C(=O)N(C)[C@H]2C[C@H]3c4[nH]c5c(-c6ccccc6)cccc5c4CCN3C(=O)[C@H]2[C@H](C)O)cc1,2,-71,15,-1.9,1,11,-3,-6,-92,-52
COc1ccccc1-n1c2c(cc(C(=O)N3CCC(C)CC3)c1=O)C(=O)CC(C)(C)C2,-3,0,13,-0.8,-1,6,-4,-1,4,0
CCOC(=O)C1=C(C)NC2=C(C(=O)CCC2)C1c1cccs1 (stereo unspecified),7,-68,-3,3.2,0,2,-3,-1,-93,-28
COc1ccc(CNC(=O)C2Cc3c(-c4cccc(C(C)=O)c4)ccnc3O2)cc1OC (stereo unspecified),0,1,3,0.3,0,-1,1,0,4,-2
COc1ccc(NC(=O)CN(C)S(=O)(=O)c2ccc3c(c2)n(C)c(=O)c(=O)n3C)cc1,7,-1,-4,0.3,-1,-1,5,0,-5,-3
O=C(COc1ccc(F)cc1F)NNC(=O)Nc1cccc([N+](=O)[O-])c1,-2,-1,6,-0.3,-2,-6,4,-9,-4,1
O=[N+]([O-])c1ccc(-n2nnnc2-c2ccccc2)c([N+](=O)[O-])c1,0,5,-9,0.1,3,-8,-5,8,4,-1
CCC(C)N(C(=O)CSc1nnc(-c2cc(OC)c(OC)c(OC)c2)o1)C(C)CC (stereo unspecified),-2,4,/,-1.1,4,/,-2,-6,-1,-3
COc1ccc(CNC(=S)N/N=C/c2ccc(OC)c(OC)c2)cc1,5,1,-2,0.3,5,-4,-6,4,2,-2
CNC(=O)c1ccccc1-c1cn(C)c2ccccc2c1=O,-6,-20,3,1.2,2,-2,3,3,-35,-23
COc1ccc(C2C(C(=O)/C=C/c3ccco3)=C(O)C(=O)N2CCN2CCOCC2)cc1 (stereo unspecified),10,-25,-11,-0.2,2,-10,9,-3,-43,-9
Cc1cc(C)c2c(=O)[nH]c(SCC(=O)c3ccc(C(C)C)cc3)nc2n1,-5,-3,2,-0.7,18,-2,-1,10,-3,-8
COc1ccc(/C=N/n2cncn2)cc1COc1ccc(NC(C)=O)cc1,4,4,11,0.0,-7,4,-5,-3,2,0
CCOc1ccccc1NC(=O)NCc1cccnc1,1,1,8,0.1,1,-3,4,3,-4,1
CCCC(=O)N1CCC[C@]2(CC[C@@H](CCC(=O)N(CC)CC)O2)C1,2,2,/,0.0,0,/,-7,-5,3,-1
Cc1ccc(S(=O)(=O)n2ccc(-c3cccc(OCc4c(F)cccc4Cl)c3)n2)cc1,0,2,4,0.2,3,-4,10,-6,7,4
Cc1ccc(C)c(NCC(=O)NNC(=S)Nc2ccccc2)c1,1,1,-1,0.6,3,-10,1,-4,-3,-1
CCCCCCCNC(=O)c1cc(-c2ccncc2)nc2ccccc12,1,8,-3,-0.2,1,-12,2,0,1,3
CCn1cc(C(=O)N2CCCC2)c(=O)c2cc(S(=O)(=O)N3CC(C)CC(C)C3)ccc21 (stereo unspecified),-1,0,-2,0.2,1,-8,-3,0,-4,-2
C#CC(=O)CCC1CCCN1C(=O)OC(C)(C)C (stereo unspecified),-2,-2,-6,1.3,1,9,-8,1,-6,-2
Cc1ccc(NC(=O)CSc2nnc(CNC(=O)C34CC5CC(CC(C5)C3)C4)n2-c2ccc(F)cc2)cc1,2,5,29*,0.2,-2,-2,-5,-5,6,3
COc1ccc(C)cc1NC(=O)CSc1nnc(-c2cc3cccc(OC)c3o2)n1N,2,1,5,-2.0,0,2,5,1,0,-4
Cc1ccc(NS(=O)(=O)c2c(C)[nH]c(C)c2C(=O)N2CCCCC2)cc1F,6,0,5,0.0,3,5,0,-3,-44,0
CN(C(=O)c1ccccc1F)C(c1ccccc1)c1ccccc1,6,-1,-2,0.1,0,-18,-7,2,-8,4
O=C(NCc1cccnc1)C(=O)NCC(c1ccco1)N1CCN(c2ccc(F)cc2)CC1 (stereo unspecified),-6,2,-1,0.0,4,-15,3,0,-3,2
COCC(C)NC(=O)Cn1c(SCc2ccccc2)nc2ccccc21 (stereo unspecified),-7,0,-1,-0.2,-7,0,-7,-1,-1,1
Cc1onc(-c2ccccc2Cl)c1C(=O)Nc1cccc2cccnc12,-5,5,-16,0.1,3,-3,-4,3,5,12*
FC(F)(F)c1cccc(Cc2noc(CN3CCCC(CN4CCCC4)C3)n2)c1 (stereo unspecified),0,0,1,0.0,-1,-4,2,-5,-5,-3

# Bioassay records: PubChem BioAssay, The Scripps Research Institute Molecular Screening Center
